BRCT inh green = inhibitors of human BRCA1 BRCT-phosphoprotein interaction (green fluorophore) | P38398 | BRCA1 BRCT-phosphopeptide binding, green fluorescence polarization | Potency, µM (series often up to 76.9 µM), without a hit: top-dose activity change, negative = inhibition, usual class: inhibitors | 75,000 tested, 0.05% active;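 note: potency is the fitted concentration of half-maximal effect; plate controls were peptide without protein for full effect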
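Fluorescence polarization: His-tagged BRCT (~35 kDa BRCA1 C-terminus, 250 nM) bound to 100 nM fluorescein-labeled phosphorylated 10-aa BACH1 peptide, pH 7.3 phosphate buffer with DTT and Tween 20. Compounds incubated 12 min at room temperature; inhibition read as lowered polarization.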
CRE Fsk mod = CRE-bla signaling modulation under forskolin stimulation; AID 662; CHO CRE-bla reporter (cAMP response element driving beta-lactamase), forskolin EC10, beta-lactamase ratio; Potency, µM (titrated, usually from 38.2 µM), inactives show top-dose activity change, negative = inhibition, usual class: activators; 71,000 tested, 2.5% active; active = well fitted activation curve with a large enough effect in the signal ratio, with a control signal flat, not every such curve was filed as active; inconclusive = small, poorly fitted or top-dose-only effect, or effect the other way, or a change in a side signal; the % refers to the signal ratio; note: potency is the fitted concentration of half-maximal effect; % of control where 0% means no effect
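CHO CRE-bla cells, overnight plating in Opti-MEM with 0.5% dialyzed FBS; cpd titration + EC10 NKH 477, 3 h 37 °C; CCF4 2 h RT; ex 405/em 460 vs 530 ratio → %Activity, AC50.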
A350 fluor = A350 region autofluorescence. Compound autofluorescence, 340/450 nm, Alexa 350 dye-equivalents; stronger effect = higher value. max dye-equivalent concentration, M. 59,000 tested, 11% active. AID 590; in the data active = max dye-equivalent concentration above about 10 nM; inconclusive = mostly about 1.1 nM to 9.6 nM
BRCT inh red = disrupts BRCA1 BRCT binding to phosphoprotein, red fluorophore readout; P38398; BRCT-phosphopeptide binding, red fluorescence polarization; Potency, µM (top dose mostly 76.9 µM), for inactives: at the highest dose activity change, negative = inhibition, actives largely listed as inhibitors; 75,000 tested, 0.03% active; note: % is set by controls: 0 for no effect and ±100 for the full control effect
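Fluorescence polarization: 100 nM His-tagged BRCA1 BRCT with 100 nM TAMRA-labelled phospho-BACH1 decapeptide, phosphate buffer pH 7.3 with 150 mM NaCl, DTT, 0.01% Tween 20; 12 min RT. Binding inhibition seen as FP decrease.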
DNA Pol III inh = inhibitors of bacterial DNA polymerase III holoenzyme; reconstituted DNA polymerase III holoenzyme replication, biochemical; Potency, µM (titrated, usually from 57.1 µM), for the others: at the highest dose activity change, negative = inhibition; 71,000 tested, 0.25% active; note: potency is the fitted concentration of half-maximal effect; % is set by controls: 0 for no effect and ±100 for the full control effect
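Reconstituted *E. coli* holoenzyme (0.35 nM Pol III, 1 nM beta, 154 nM SSB, 2 nM primase) was preincubated with compound for 15 min at RT. Synthesis on 1.4 nM ssM13Gori ran 35 min, then was stopped with PicoGreen/EDTA and read as dsDNA fluorescence.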
Ub-GFP proteasome = ubiquitin-GFP accumulation via proteasome inhibition; Ubiquitin-GFP reporter cells, proteasome inhibition, GFP fluorescence; response scale: untreated = 0%, 10 µM MG-132 = 100%; Potency, µM (series often up to 45.9 µM), without a hit: at the top dose activation (GFP accumulation), usual class: activators; 67,000 tested, under 10 active; active = well fitted activation curve with a large enough effect, not every such curve was filed as active; inconclusive = small, poorly fitted or top-dose-only effect, or another doubt; inactive = no such curve, though single readings can be large or run the other way; note: potency is the fitted concentration of half-maximal effect
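U2OS Ub(G76V)-GFP reporter; O/N plating, 0.5% FBS; cpd 46 uM–2.9 nM, 4 h, 37 °C; GFP+ cell count, 488/515 nm; norm. to basal vs 10 uM MG-132; CRC fit.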
Epigenetic mod = epigenetic GFP locus derepression in mouse cells; mouse C127i GFP locus derepression, cytometry, 30 h; Potency, µM (highest dose often 46.1 µM), for the others: at the top dose GFP derepression (activation); 68,000 tested, 0.09% active; AID 597; note: % of control where 0% means no effect
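Murine C127i mammary cells carrying a silenced, stably integrated CMV-driven GFP reporter were treated with compound for 30 hours at 37 C. After PBS washes, GFP-positive cells were counted by laser-scanning microplate cytometry.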
HBB splice mod = alters splicing of the hemoglobin beta chain. HBB splicing reporter cell assay, activation; EGFP reporter with mutant IVS2-654 intron; response scale: normalised to 500 nM splice-correcting PNA. Potency, µM (series often up to 46.1 µM), for the others: at the highest dose activation, hits mostly activators. 65,000 tested, 0.06% active. AID 925; note: potency is the fitted concentration of half-maximal effect; 0% is about no effect
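Compounds were applied for 2 days to HeLa EGFP-654 cells, 500/well in Optimem with 2% FCS. The reporter's EGFP is disrupted by mis-splicing of beta-globin intron IVS2-654. Readout: summed well GFP fluorescence from 488 nm laser scanning; reference was 500 nM antisense […] 654 PNA.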
15-hLO inh = blocks human 15-lipoxygenase activity | purified 15hLO-1, xylenol orange hydroperoxide absorbance | Potency, µM (series often up to 57.1 µM), for inactives: top-dose activity change, negative = inhibition, usual class: inhibitors | 74,000 tested, 1.4% active | P16050; note: potency is the fitted concentration of half-maximal effect; % is set by controls: 0 for no effect and ±100 for the full control effect; nearly all actives have a fitted effect of over 55% in size
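Quantitative HTS in 25 mM Hepes pH 7.5 containing 0.01% Triton X-100: human 15hLO-1 at 40 nM, arachidonic acid at 50 uM, 6 min turnover. Product quantified via ferrous oxidation/xylenol orange, 573:405 nm absorbance ratio.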
4MU fluor = compound fluoresces in the 4-MU spectral region; max dye-equivalent concentration, M; compound autofluorescence, 340/450 nm, 4-MU equivalents; stronger effect = higher value; 59,000 tested, 11% active; in the data active = max dye-equivalent concentration above about 10 nM; inconclusive = mostly about 1.1 nM to 9.6 nM
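Intrinsic fluorescence at 340/450 nm (ex/em) was read after 15 min at room temperature in pH 8.0, 100 mM Tris. Each compound concentration expressed as 4-MU-equivalent concentration from a six-point 4-MU standard series on each plate.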
Hsp90 Hop PPI = changes Hsp90-Hop TPR2A binding signal, up or down. AlphaScreen TPR2A-His6 binding biotin-Hsp90 C-terminal peptide. Potency, µM (doses to about 57 µM), for the others: at the highest dose activity change, negative = inhibition. 71,000 tested, 0.44% active. AID 595; active = well fitted curve in either direction with a large enough effect; inconclusive = small, poorly fitted or top-dose-only effect, or another doubt; note: potency is the fitted concentration of half-maximal effect; % is set by controls: 0 for no effect and ±100 for the full control effect; many of its hits are not listed in these tables
Numbers without * were called inactive; i = inactive; ? = inconclusive; / = not tested or not shown; [ ] = dose if it differs, or a comment. Unless noted, calls come from the whole dose curve; as a rule, active = well fitted curve in the direction sought with a large enough effect; inconclusive = small, poorly fitted or top-dose-only effect, or another doubt; inactive = no such curve, though single readings can be large; an effect the other way counts as inactive or inconclusive.

SMILES	BRCT inh green	CRE Fsk mod	A350 fluor	BRCT inh red	DNA Pol III inh	Ub-GFP proteasome	Epigenetic mod	HBB splice mod	15-hLO inh	4MU fluor	Hsp90 Hop PPI
O=c1[nH]c(=O)n([C@@H]2C[C@H](O)[C@H](CO)O2)cc1I	-2.3%[34.4 µM]	7%[17.1 µM]	i	-0.8%[34.4 µM]	0%[25.6 µM]	-2%[20.5 µM]	-1%[20.6 µM]	0.7%[20.6 µM]	3%[25.6 µM]	i	-5%[26 µM]
N[C@@]12CCc3nonc3[C@]1(O)CC(c1ccccc1)=[N+]2[O-]	-3.0%	-9%	i	-1.6%	2%	3%	-2%	-4.1%[57.5 µM]	-3%	i	0%
COC(=O)c1ccc(CSc2nnc3sc4ccccc4n23)o1	1.0%	1%	i	-1.3%	-1%	-3%	0%	-0.4%[57.5 µM]	-17%	i	-2%
Cc1ccc(NC(=O)CN(C)C(=O)CN2C(=O)NC(C)(c3ccccc3)C2=O)cc1 (configuration not stated)	-1.2%	-2%	i	-1.0%	-2%	2%	2%	0.3%[57.5 µM]	10%	i	2%
O=C(NCc1ccco1)C(c1ccc(F)cc1)N(CC1CCCO1)C(=O)Cn1nnc2ccccc21 (configuration not stated)	-1.9%	-11%	i	-0.3%	-2%	-1%	-1%	-3.0%	1%	i	-6%
CCNC(=O)C1(c2ccccc2)CCCC1	-0.4%	1%	/	-0.8%	-4%	12%	-1%	-0.1%	0%	/	-3%
Cc1ccc(Cn2c(SCC(C)C)nc3c2c(=O)n(C)c(=O)n3C)cc1	-0.9%	8%	i	-0.9%	1%	0%	1%	-0.2%[57.5 µM]	-11%	i	1%
CCC(=O)Nc1ccc(-c2nn3c(C)nnc3s2)cc1	-1.8%	-2%	?	-1.3%	0%	7%	2%	0.8%	-1%	?	-3%
CCC(=O)Nc1cc2nn(-c3ccc(OC)cc3)nc2cc1C	-2.5%	7%	1.9e-07M*	2.5%	-6%	-3%	1%	/	3%	2.3e-07M*	2%
O=C(Nc1ccc(C(=O)N2CCOCC2)cc1)Nc1cccc(Cl)c1	0.7%	-12%	i	3.1%	2%	-2%	0%	-0.4%[57.5 µM]	4%	i	0%
C[C@@]12CC(=O)[C@@H]3[C@@H](CCC4=CC(=O)CC[C@]43C)[C@@H]1CC=C2CC(=O)O	-2.4%[15.4 µM]	-4%[7.6 µM]	i	0.1%[15.4 µM]	-10%[11.4 µM]	2%[9.17 µM]	-3%[9.22 µM]	4.9%[9.22 µM]	-8%[11.4 µM]	i	0%[11 µM]
CCOCCCNC(=O)c1ccc2c(c1)ncn2C1CCCC1	-0.6%	?	i	-0.1%	-6%	-3%	1%	-0.3%	-2%	i	-5%
Cn1c2ccccc2c2nnc(SC3CCOC3=O)nc21 (configuration not stated)	-3.2%	?	i	-0.5%	-7%	-6%	0%	-1.5%[57.5 µM]	5%	i	-3%
O=C(CS(=O)(=O)c1c[nH]c2ccccc12)Nc1ccc2c(c1)OCCO2	-0.5%	-14%	i	0.4%	0%	-1%	11%	-1.0%	-7%	i	-9%
COc1ccc(NC(=O)CSc2ccccn2)cc1OC	-0.6%	4%	i	-2.4%	12%	-5%	-1%	-0.2%[57.5 µM]	0%	i	-1%
COc1cc(C(=O)Nc2cc(C)ccn2)cc(OC)c1OC	-4.0%	?	i	-3.8%	0%	-4%	-1%	/	1%	i	-1%
CC1CCN(S(=O)(=O)c2ccc3c(c2)c(=O)c(C(=O)N2CCCCC2)cn3C)CC1	-1.7%	-2%	i	-0.4%	-2%	22%	2%	-4.0%	3%	i	-25%
O=C(NCc1ccco1)c1cnn2c1NC(c1ccc(Br)cc1)CC2C(F)(F)F (configuration not stated)	-6.5%	?	/	-1.5%	2%	-5%	-2%	-0.2%[9.22 µM]	-7%	/	-6%
C=CCN(CC=C)S(=O)(=O)c1ncn[nH]1	0.1%	-8%	i	0.6%	0%	-2%	2%	2.1%	-2%	i	0%
C=CCc1ccc(O)c(OC)c1	-1.7%	-2%	/	1.6%	-5%	/	/	0.4%	8%[25.6 µM]	/	0%
COc1cccc(-c2nc(=S)c3c(n2CCCO)CCCC3)c1	0.4%	25%	i	-0.5%	-4%	1%	0%	-1.4%	2%	i	-7%
COCCNC(=O)c1ccc(N(C)S(=O)(=O)c2ccc(OC)c(OC)c2)cc1	-2.6%	25%	i	-1.9%	-4%	-5%	6%	0.0%	8%	i	-1%
Cc1cccc(CNc2ncnc3ccc(-c4ccccc4C#N)cc23)c1	-3.8%	?	i	0.2%	-3%	-6%	6%[9.22 µM]	-3.8%	3%	i	4%
Cc1cc(C(=O)N(C2CCCCC2)C2CCCCC2)no1	-0.5%	?	i	0.2%	-2%	-12%	-2%	-2.5%	1%	i	0%
Cc1ccc(S(=O)(=O)N2CCN(C(=O)CCC(=O)NC3CCCc4ccccc43)CC2)cc1 (configuration not stated)	0.5%	-14%	i	1.1%	-9%	-1%	5%	-0.2%[57.5 µM]	-13%	i	0%
O=C(CCCn1c(=O)[nH]c2ccsc2c1=O)N1CCN(c2ccccn2)CC1	3.1%	?	i	0.8%	9%	-1%	0%	-1.3%	1%	i	-6%
COc1cccc(N=Cc2ccc(O)cc2O)c1	2.4%	-15%	/	-0.7%	0%	-6%	0%	-1.1%	-18%	/	-3%
CCOC(=O)C1CCCN(c2c(NCC3CCCO3)c(=O)c2=O)C1 (configuration not stated)	-0.3%	3%	/	-1.0%	-4%	0%	/	-0.4%	-1%	/	-1%[2.3 µM]
Cc1cc(Nc2ccc3c(c2)OCCO3)n2ncnc2n1	-0.5%	26%	i	-0.1%	-5%	4%	2%	1.1%[0.369 µM]	-6%	i	-1%
CCCn1c(NCc2cccc(OC)c2OC)nc2ccccc21	-0.9%	-4%	i	-0.7%	-4%	0%	-2%	0.2%[57.5 µM]	2%	i	57%

In the list so far, these have fluorine:
SMILES	BRCT inh green	CRE Fsk mod	A350 fluor	BRCT inh red	DNA Pol III inh	Ub-GFP proteasome	Epigenetic mod	HBB splice mod	15-hLO inh	4MU fluor	Hsp90 Hop PPI
O=C(NCc1ccco1)C(c1ccc(F)cc1)N(CC1CCCO1)C(=O)Cn1nnc2ccccc21 (configuration not stated)	-1.9%	-11%	i	-0.3%	-2%	-1%	-1%	-3.0%	1%	i	-6%
O=C(NCc1ccco1)c1cnn2c1NC(c1ccc(Br)cc1)CC2C(F)(F)F (configuration not stated)	-6.5%	?	/	-1.5%	2%	-5%	-2%	-0.2%[9.22 µM]	-7%	/	-6%

Next records.
SMILES	BRCT inh green	CRE Fsk mod	A350 fluor	BRCT inh red	DNA Pol III inh	Ub-GFP proteasome	Epigenetic mod	HBB splice mod	15-hLO inh	4MU fluor	Hsp90 Hop PPI
CCC(=O)N1CCc2cc(Br)cc(S(=O)(=O)CC(=O)OC)c21	-0.5%	5%	i	-0.5%	-2%	23%	0%	0.3%	-10%	i	-1%
Cc1nc2cc(C(=O)O)ccc2n1-c1ccc(F)cc1F	1.0%	-7%	?	-2.8%	-11%	?	0%	-1.3%	-5%	?	0%
O=c1[nH]c2ccccc2n1CCCN1CCN(C(c2ccccc2)c2ccccc2)CC1	-0.8%	-21%	i	-0.7%	16%	10%	-4%[20.6 µM]	-1.5%	11%	i	-14%
CCCCOCCCNC(=O)c1c(-c2ccccc2)noc1C	-2.0%	1%	i	-0.7%	-2%	-1%	11%	0.0%[57.5 µM]	5%	i	3%
c1ccc(-c2nn3c(-c4ccncc4)nnc3s2)nc1	-4.8%	?	i	-4.4%	-14%	7%	0%	1.5%[1.84 µM]	?	i	?
COC(=O)c1nc2nc(C)cc(C(F)(F)F)n2n1	-3.0%	-1%	i	-2.3%	-3%	-3%	1%	/	2%	i	0%
CCCCOC(=O)c1ccc(NS(=O)(=O)c2cc(-c3nnnn3CC)ccc2OC)cc1	1.4%	?	/	0.2%	1%	-3%	-4%	-1.2%[9.22 µM]	-6%	/	1%

5 compounds out of the list above, ordered by the number in DNA Pol III inh, falling:
SMILES	DNA Pol III inh
CCCCOC(=O)c1ccc(NS(=O)(=O)c2cc(-c3nnnn3CC)ccc2OC)cc1	1%
CCCCOCCCNC(=O)c1c(-c2ccccc2)noc1C	-2%
COC(=O)c1nc2nc(C)cc(C(F)(F)F)n2n1	-3%
Cc1nc2cc(C(=O)O)ccc2n1-c1ccc(F)cc1F	-11%
c1ccc(-c2nn3c(-c4ccncc4)nnc3s2)nc1	-14%

High-throughput results deposited in PubChem by National Center for Advancing Translational Sciences (NCATS).
